Screens (PubChem)
NPYLR7 agonist – activates Aedes aegypti NPYLR7 receptor | activation, % at 10 µM | actives 0.15% (n = 270,000) | AID 1259423 | HEK293T NPYLR7/Galpha15, GCaMP6s calcium fluorescence; in the data active = activation above about 40%;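 note: 0% = vehicle and 100% = reference agonist at the receptor; some compounds past the cut are filed as inactive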
mcGAS lum – mouse cGAS inhibition by luminescence | actives 0.15% (n = 160,000) | recombinant cGAS, Kinase-Glo ATP depletion luminescence | Q8C6L5 | inhibition, % at 12.5 µM | AID 1259399;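 note: 0% = negative control wells and 100% = reference inhibitor with no enzyme activity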
hcGAS lum – human cGAS inhibition; inhibition, % at 12.5 µM; actives 0.081% (n = 290,000); recombinant h-cGAS, ATP depletion, Kinase-Glo luminescence; AID 1259398;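 note: 0% = vehicle reaction and 100% = reaction without DNA for no activity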
Target sequence (Q8N884 whole entry, looked up): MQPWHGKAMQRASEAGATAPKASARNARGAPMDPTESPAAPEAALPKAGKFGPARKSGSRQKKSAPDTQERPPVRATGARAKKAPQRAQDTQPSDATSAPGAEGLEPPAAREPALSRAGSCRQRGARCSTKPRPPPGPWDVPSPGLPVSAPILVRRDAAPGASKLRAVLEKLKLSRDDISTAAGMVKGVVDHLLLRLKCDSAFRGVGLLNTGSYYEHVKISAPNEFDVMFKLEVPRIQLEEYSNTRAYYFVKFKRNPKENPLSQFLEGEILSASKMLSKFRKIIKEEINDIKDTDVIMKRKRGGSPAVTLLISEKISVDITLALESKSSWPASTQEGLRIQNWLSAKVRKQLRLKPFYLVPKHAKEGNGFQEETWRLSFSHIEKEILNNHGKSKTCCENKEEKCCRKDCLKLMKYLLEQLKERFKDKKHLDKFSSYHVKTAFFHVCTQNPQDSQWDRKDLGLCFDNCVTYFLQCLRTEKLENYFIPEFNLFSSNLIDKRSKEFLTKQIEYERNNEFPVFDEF
Starred values were filed as active, the others as inactive; . = no result given; & = joins results of further samples. Cut-off read from the data, not from the text of the source, unless noted: active = inhibition above about 40%; inactive = the rest.

The first 6 compounds, to show the layout:
1. Cc1cc(C)c2c(c1)NC(=O)C2CC(=O)N1CCc2nc[nH]c2C1 (stereo not drawn)
2. Cc1noc(C)c1CNC(=O)NCC(CO)Cc1ccccc1 (stereo not drawn)
3. N#CC1(C(=O)NC/C=C/c2ccccc2)CCCCC1
4. Cc1cccn2c(=O)c3cc(C(=O)N4CC(C)OC(C)C4)n(C)c3nc12 (stereo not drawn)
5. CCCNC(=O)Cn1nc2c(c1NC(=O)/C=C\c1ccccc1)CSC2
6. Cc1ccc(O)c(CN(C)Cc2nc3ccccc3n2C)c1
screen / no.,1,2,3,4,5,6
NPYLR7 agonist,29,-7,13,7,1,.
mcGAS lum,.,.,.,.,1,-12
hcGAS lum,-6,-4,-8,-5,4,-4

This part in full, from the first entry:
1. Cc1cc(C)c2c(c1)NC(=O)C2CC(=O)N1CCc2nc[nH]c2C1 (stereo not drawn)
2. Cc1noc(C)c1CNC(=O)NCC(CO)Cc1ccccc1 (stereo not drawn)
3. N#CC1(C(=O)NC/C=C/c2ccccc2)CCCCC1
4. Cc1cccn2c(=O)c3cc(C(=O)N4CC(C)OC(C)C4)n(C)c3nc12 (stereo not drawn)
5. CCCNC(=O)Cn1nc2c(c1NC(=O)/C=C\c1ccccc1)CSC2
6. Cc1ccc(O)c(CN(C)Cc2nc3ccccc3n2C)c1
7. Cc1ccc(CN2CCCN(C(=O)c3n[nH]c(=O)c4ccccc34)CC2)cc1
8. Cc1sc2nc(C(C)C)nc(N3CCN(S(=O)(=O)c4ccc(F)cc4)CC3)c2c1C
screen / no.,1,2,3,4,5,6,7,8
NPYLR7 agonist,29,-7,13,7,1,.,-6,-9
mcGAS lum,.,.,.,.,1,-12,.,-4
hcGAS lum,-6,-4,-8,-5,4,-4,-3,-7

9. C=CCNC1(C)CCS(=O)(=O)C1 (stereo not drawn)
10. COc1cccc(-c2cc(C(=O)NCCN3CCCCC3)n(-c3cccc([N+](=O)[O-])c3)n2)c1
11. O=C(CC1C(=O)NCCN1Cc1cccc(F)c1)NC1CCOCC1 (stereo not drawn)
12. O=C(NCCS(=O)(=O)N1CCc2ccccc21)Nc1ccc(N2CCOCC2)nc1
13. CCCCc1ccc(C(=O)NCCN2CCN(c3nc(Cc4ccccc4)ns3)CC2)cc1
14. Cc1ccsc1CN(Cc1ccc(F)cc1)C(=O)CN(C(=O)c1ccccc1Br)C1CC1
15. CN(C)C(=O)[C@@H]1C[C@@H](O)CN1C1CCN(Cc2cccn2C)CC1
16. CCSC[C@H](N)C(=O)N1CCc2c(nc(N(C)C)[nH]c2=O)C1
screen / no.,9,10,11,12,13,14,15,16
NPYLR7 agonist,3,12,4,3,-2,.,.,-1
mcGAS lum,.,-5,-16,-6,-3,-4,-6,-10
hcGAS lum,-1,-10,-4,-4,-4,-1,-10,-7

17. Cc1nn(CC(=O)NC2CCCCCC2)c(C)c1S(=O)(=O)NC(C)(C)C
18. C#CCN(C(=O)c1cc(Cl)c(Cl)[nH]1)c1nccs1
19. Cc1[nH]c2ccc(C(=O)NC(C)C3CCCO3)cc2c1C (stereo not drawn)
20. CCc1ccc(C2=Nc3nnnn3C(c3ccc(SC)cc3)C2)cc1 (stereo not drawn)
21. O=C(Cc1[nH]nc2ccccc12)N1CCCC(Nc2ccc3c(c2)OCCO3)C1 (stereo not drawn)
22. Cc1cnc(-c2n[nH]c(C3CC3)n2)cn1
23. CC(=O)N1N=C(c2ccncc2)OC1C(=O)NNc1ccccc1C(F)(F)F (stereo not drawn)
24. CCCCN(C=O)c1c(CC)nc2ccc(C(=O)N3CCCC(C(N)=O)C3)cn12 (stereo not drawn)
screen / no.,17,18,19,20,21,22,23,24
NPYLR7 agonist,9,8,0,5,1,9,12,7
mcGAS lum,.,.,.,.,.,-7,.,-2
hcGAS lum,-3,-8,-11,4,-7,-2,-11,-3

25. O=C1CC2CS(=O)(=O)CC2N1c1ccc(Cl)c(S(=O)(=O)Nc2ccccc2Cl)c1 (stereo not drawn)
26. O=C(NCCc1noc(C2CCCC2)n1)C1CC(=O)N(C2CC2)C1 (stereo not drawn)
27. Nc1ccccc1C12CC3CC(CC(C3)C1)C2
28. CCC(C(=O)NCC1(CO)CCC1)n1cc(C(C)=O)c2ccccc21 (stereo not drawn)
29. O=C(c1ccno1)N1CCC(n2c(=O)oc3ccc(Cl)cc32)CC1
30. O=C1/C(=C\c2ccccc2)CCC1C1=NCCN1C1CC(=O)N(c2cccc(F)c2)C1=O (stereo not drawn)
31. Cn1c(C2CCCN(S(C)(=O)=O)C2)nn(CC(=O)NCc2ccc(F)cc2)c1=O (stereo not drawn)
32. Cc1ccn(CCCn2cnc(-c3ccccc3)c2-c2cccnc2)n1
screen / no.,25,26,27,28,29,30,31,32
NPYLR7 agonist,-1,.,8,-11,3,1,-4,14
mcGAS lum,.,-4,.,2,-3,.,-5,.
hcGAS lum,-9,-11,-5,1,-2,2,-5,-5

33. CCOC(=O)c1ccc(NC(=O)N2CCc3cc(OC)c(OC)cc3C2c2ccccc2Cl)cc1 (stereo not drawn)
34. CC(C)c1nn(CC(=O)OCc2ccccc2)c(=O)c2c1cnn2-c1ccc(F)cc1
35. CCOc1ccc(C)cc1S(=O)(=O)Nc1ccc(F)cc1
36. CNC(=O)c1ccc(CNC(=O)Nc2ccc(C)s2)cc1
37. O=C(CCn1cnc2sccc2c1=O)NCc1ccc(C(=O)N2CCCC2)cc1
38. Cn1ccc(NC2CCN(c3ccccc3)C2=O)n1 (stereo not drawn)
39. COc1ccc(S(=O)(=O)NCCCN2CCOCC2)cc1N1CCN(C(=O)c2cc(C)on2)CC1
40. COCCNC(=O)NC12CC3CC(CC(C3)C1)C2
screen / no.,33,34,35,36,37,38,39,40
NPYLR7 agonist,13,7,4,-1,3,-25,19,.
mcGAS lum,-5,.,-8,.,.,.,-8,-2
hcGAS lum,-3,-7,4,4,-11,-7,-1,0

41. CC(=O)Nc1ccc(C(=O)Nc2nc(C(C)C)cs2)cc1
42. COCc1cc(N2CCN(c3ccc(OC)cc3)CC2)nc(SCc2ccc(C(=O)N3CCCC3)cc2)n1
43. Fc1ccc(-c2[nH]ncc2CN2CCCC(Nc3ccccc3)C2)cc1 (stereo not drawn)
44. O=C1CCNc2ccccc2CN1C/C=C/c1ccccc1
45. CC(NC(=O)c1ccc(-c2ccc(F)cc2)s1)c1ccc(Br)cc1 (stereo not drawn)
46. COc1cc(-c2ccnc(N3CCN(S(=O)(=O)c4ccc(F)cc4F)CC3)n2)cc(OC)c1OC
47. O=C(c1ccc(Cl)c([N+](=O)[O-])c1)N1CCC2(CC1)SCCN2C(=O)c1ccccc1F
48. COc1cccc(C(=O)Nc2ccc(N3CCC(Cc4ccccc4)CC3)c(C(=O)N3CCCC3)c2)c1
screen / no.,41,42,43,44,45,46,47,48
NPYLR7 agonist,8,12,-3,-1,1,12,6,9
mcGAS lum,.,-4,0,-8,-4,-7,-1,-1
hcGAS lum,-17,-14,1,-6,-2,-3,1,5

49. Cc1cc(S(=O)(=O)N(C)C)cc(NC(=O)c2c(F)cccc2F)c1C
50. CCCNc1ncc(CN2CCCC2c2nc(-c3ccccc3)no2)cn1 (stereo not drawn)
51. COc1cc(NC(=O)c2cc(-c3ccccc3)nc3onc(C)c23)cc(OC)c1OC
52. COc1cc(CN2C(=O)C(C)ON=C2c2ccc(N(C)C)cc2)cc(OC)c1 (stereo not drawn)
53. Cc1csc(NC(=O)CSc2nc(-c3ccco3)nc3c2c(=O)n(C)c(=O)n3C)n1
54. O=C(Nc1cc(OCC(F)(F)F)cc(OCC(F)(F)C(F)F)c1)C1CCCO1 (stereo not drawn)
55. O=C(O)CN1CCOC(CCc2ccccc2)C1 (stereo not drawn)
56. COCCNc1oc2c(c1-c1cccc(OC)c1)c(=O)oc1c(C)cccc12
screen / no.,49,50,51,52,53,54,55,56
NPYLR7 agonist,10,5,7,15,9,-11,8,-10
mcGAS lum,.,-16,.,.,.,.,.,-4
hcGAS lum,-11,-6,3,0,0,-4,-3,-1

57. COc1ccc(CCNC(=O)N2CCOC(C(F)(F)F)C2)cc1 (stereo not drawn)
58. Cc1ccn2c(=O)nc(SCC(=O)c3ccccc3)nc2c1
59. COc1ccc(NC(=O)c2cccc(Nc3ccnc(Nc4cccc(C)c4)n3)c2)cn1
60. O=c1c2c3c(sc2ncn1CCCc1nc2ccccc2s1)CNCC3
61. CC(C)(C)SC(C(=O)N1CCOCC1)c1ccc(Br)cc1 (stereo not drawn)
62. CCCCc1ccc(C(=O)Nc2ccc(C3SCC(=O)N3c3ccccc3OCC)cc2)cc1 (stereo not drawn)
63. CC(C)(C)c1ccc(S(=O)(=O)N2CCN(C(=O)CN3CCc4sccc4C3c3cccc(F)c3)CC2)cc1 (stereo not drawn)
64. COc1cc(C2C(S(=O)(=O)NC3CCCCC3)CON2C)cc(OC)c1OC (stereo not drawn)
screen / no.,57,58,59,60,61,62,63,64
NPYLR7 agonist,.,2,14,-6,2,4,10,3
mcGAS lum,-12,-5,.,-10,.,-6,-5,.
hcGAS lum,-3,-6,-5,0,-4,-6,-4,-18

65. COc1ccc(CNC(=O)c2sc(C(C)C)nc2C)cn1
66. Cc1cc(N2CCNC(C(=O)O)C2)nc(-c2ccccc2)n1 (stereo not drawn)
67. O=C(Nc1cnc2n1CCCC2)C(=O)N1CCc2ccccc2C1
68. O=C(Nc1ccccc1)c1cccc(CN2C[C@H](O)[C@@H](N3CCCC3)C2)c1
69. COc1cc(C(=O)NCCN2C(=O)C(=Cc3ccc4c(c3)OCO4)SC2=S)ccc1C
70. CCCC(=O)OCC(O)CN(Cc1c(C)nn(-c2ccccc2)c1Oc1ccc(F)cc1F)C1CC1 (stereo not drawn)
71. COc1ccc2sc(C(=O)NCc3ccco3)c(Cl)c2c1
72. CCN(CC)CCNC(=O)c1cc(Br)c(N)cc1OC
screen / no.,65,66,67,68,69,70,71,72
NPYLR7 agonist,6,0,20,7,9,.,25,-14&-2
mcGAS lum,.,.,.,-15,-5,-5,-3,-5
hcGAS lum,-10,-4,-1,-8,-6,-5,-1,6&-9

73. Cc1cccc(CN(CCN2CCOCC2)CC(O)COc2ccc(Cl)cc2)c1 (stereo not drawn)
74. CNC(=O)[C@H]1C[C@]2(CCCCN(C)C2=O)N(C(=O)Nc2ccccc2)[C@H]1c1ccccc1
75. CNc1oc(-c2ccccc2)nc1S(=O)(=O)c1ccc(C)cc1
76. Cc1nc(C(=O)NCCc2ccc(F)cc2)cs1
77. COC(=O)c1ccccc1N(C)C(=O)CN1CCCC1c1cccc(F)c1 (stereo not drawn)
78. O=C(Nc1cccs1)N1CCn2cccc2C1c1ccccc1 (stereo not drawn)
79. COc1cc(OC)cc(N2C(=O)N(Cc3cccc(Cl)c3)c3ccccc3S2(=O)=O)c1
80. COc1ccc(S(=O)(=O)Oc2ccc(C=NN=C3NC(=O)C(C)S3)cc2)cc1 (stereo not drawn)
screen / no.,73,74,75,76,77,78,79,80
NPYLR7 agonist,33,-1,-1,-6,1,12,3,-5
mcGAS lum,-5,-7,-2,-6,.,.,.,-7
hcGAS lum,-6,-10,-1,-6,0,-5,-4,-8

3 entries drawn at random from those above, as already listed:
76. Cc1nc(C(=O)NCCc2ccc(F)cc2)cs1
80. COc1ccc(S(=O)(=O)Oc2ccc(C=NN=C3NC(=O)C(C)S3)cc2)cc1 (stereo not drawn)
75. CNc1oc(-c2ccccc2)nc1S(=O)(=O)c1ccc(C)cc1
screen / no.,76,80,75
NPYLR7 agonist,-6,-5,-1
mcGAS lum,-6,-7,-2
hcGAS lum,-6,-8,-1

The listing continues:
81. O=C(O)CCCC[C@H]1[C@H]2NC(=O)N[C@H]2CS1(=O)=O
82. COc1ccc(CCN(C(C)=O)C2CC(=O)N(c3ccc(Br)cc3)C2=O)cc1 (stereo not drawn)
83. O=C(COc1ccc(Cl)cc1Cl)N=Nc1c(O)[nH]c2ccc(Br)cc12
84. Cn1cccc1C1CCCN1C(=O)c1cccc(O)c1 (stereo not drawn)
85. CC(C)Oc1ccc(C(O)=C2C(=O)C(=O)N(CCCn3ccnc3)C2c2cccnc2)cc1 (stereo not drawn)
screen / no.,81,82,83,84,85
NPYLR7 agonist,4,2,1,2,4
mcGAS lum,.,-3,-8,.,-5
hcGAS lum,-8,-3,-7,4,-4
